Screens deposited in PubChem BioAssay by National Center for Advancing Translational Sciences (NCATS).
GCN5L2 inh: GCN5L2 (KAT2A) acetyltransferase inhibition. Q92830. Potency, µM (highest dose often 58.9 µM), for the others: top-dose activity change, negative = inhibition, usual class: inhibitors. 0.21% of 390,000 active. GCN5L2 HAT assay, ThioGlo1 CoA-SH fluorescence
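qHTS, 1536-well. 20nM enzyme, pH 7.5 HEPES/EDTA/Tween-20 buffer; 15 min compound preinc., RT. Start: 75uM H3(1-25), 70uM AcCoA, 50uM ThioGlo1. Read Ex340/Em540 at t=0 (autofluorescence flag) and t=20 min.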
FEN1 inh: inhibitors of human flap endonuclease 1; P39748; Recombinant FEN1 flap cleavage, fluorescence, 15 min; Potency, µM (doses to about 114 µM), without a hit: at the top dose activity change, negative = inhibition, actives largely listed as inhibitors; 0.35% of 390,000 active; also: nearly all actives have a fitted effect of over 65% in size
Target sequence (P39748 whole entry, looked up): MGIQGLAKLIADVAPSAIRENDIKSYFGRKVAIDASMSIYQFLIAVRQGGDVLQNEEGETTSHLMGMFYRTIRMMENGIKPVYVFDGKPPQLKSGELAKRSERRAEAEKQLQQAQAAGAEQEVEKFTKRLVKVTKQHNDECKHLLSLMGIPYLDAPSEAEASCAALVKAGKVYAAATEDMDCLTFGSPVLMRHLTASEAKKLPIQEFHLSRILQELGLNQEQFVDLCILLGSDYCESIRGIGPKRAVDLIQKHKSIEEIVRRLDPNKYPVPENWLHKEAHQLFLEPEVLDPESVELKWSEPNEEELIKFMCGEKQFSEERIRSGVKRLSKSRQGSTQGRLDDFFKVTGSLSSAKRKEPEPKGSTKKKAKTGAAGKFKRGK
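With each library titrated from low to high concentration, compounds met 10 nM FEN1 for 15 min at room temperature before 50 nM substrate was added; readings at 0 and 15 min fed four-parameter Hill curve fits.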
N370S GC: inhibits or activates N370S mutant glucocerebrosidase. N370S GC spleen homogenate, 4MU-glucoside fluorescence. 0.092% of 330,000 active. Potency, µM (doses to about 59.4 µM), inactives show at the highest dose activity change, negative = inhibition, most hits filed as inhibitors. AID 2101;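 also: 0% = full enzyme activity and -100% = no enzyme basal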
An asterisk follows results filed as active; ? = inconclusive; . = no result given; & = joins results of further samples; [ ] = remark or other dose. Calls follow the shape of the dose curve; as a rule, active = well fitted curve in the direction sought with a large enough effect; inconclusive = small, poorly fitted or top-dose-only effect, or another doubt; inactive = no such curve, though single readings can be large; an effect the other way counts as inactive or inconclusive. Unless noted, % is scaled to controls: 0 for no effect and ±100 for the full control effect; potency is read from the fitted curve at half-maximal effect. The list is partial, so the mix of outcomes need not match the whole.

SMILES | GCN5L2 inh | FEN1 inh | N370S GC
CC(C)(C)NCC(O)c1cc(Cl)c(N)c(Cl)c1 (configuration not stated) | 13%&30%&9%&-2% | -5% | -7%&4%&9%&-17%
COC1=CC=C2[C@H]3Cc4ccc(OC)c5c4[C@@]2(CCN3C)C1O5 (some centres not stated) | -2% | -3% | .
C[C@H]1CC[C@@H]2[C@@H](C)[C@H]3[C@H](C[C@H]4[C@@H]5CC=C6CC(O[C@@H]7O[C@H](CO)[C@H](O)[C@H](O[C@@H]8O[C@H](CO)[C@@H](O)[C@H](O)[C@H]8O)[C@H]7O[C@H]7O[C@@H](C)[C@H](O)[C@@H](O)[C@H]7O)CC[C@]6(C)[C@H]5CC[C@]34C)N2C1 (some centres not stated) | 4% | . | -21%
CN1CCc2cc3c(cc2[C@@H]1[C@@H]1OC(=O)c2c1ccc1c2OCO1)OCO3 | 9%[21.4 µM] | . | 2%[21.6 µM]
OC[C@H]1O[C@@H](n2cnc3cc(Cl)c(Cl)cc32)[C@H](O)[C@H]1O | -2%&17% | . | 5%&2%
CCOP(=O)(OCC)C(NS(=O)(=O)c1ccccc1)C(Cl)(Cl)Cl (configuration not stated) | -6% | 4% | -3%
Cc1ccc(O)c(CN2CCN(c3ccccc3)CC2)c1 | -3% | 0% | -3%
Oc1ccc2c3c1OC1C(O)CC[C@]4(O)C(C2)N(CC2CCC2)CC[C@]314 (some centres not stated) | -2% | . | -3%
Cc1ccc(-c2cc(C(=O)N3CCC4(CC3)OCCO4)no2)cc1 | -6% | 0% | 3%
O=C(/C=C/c1ccc(Cl)cc1)N[C@@]12CCC(=O)[C@@H]3Oc4c(O)ccc5c4[C@@]31CCN(CC1CC1)C2C5 | 1% | . | -12%
COc1ccccc1N1C(=O)NC(=O)/C(=C/c2ccc([N+](=O)[O-])s2)C1=O | -14% | 45µM* | -11%
COc1ccc(OC)c(C2=NOC(C(=O)N3CCC4(CC3)OCCO4)C2)c1 (configuration not stated) | -7% | -1% | 2%

Looked up above:
Oc1ccc2c3c1OC1C(O)CC[C@]4(O)C(C2)N(CC2CCC2)CC[C@]314 (some centres not stated) in N370S GC = -3%
CC(C)(C)NCC(O)c1cc(Cl)c(N)c(Cl)c1 (configuration not stated) in FEN1 inh = -5%
COC1=CC=C2[C@H]3Cc4ccc(OC)c5c4[C@@]2(CCN3C)C1O5 (some centres not stated) in FEN1 inh = -3%
O=C(/C=C/c1ccc(Cl)cc1)N[C@@]12CCC(=O)[C@@H]3Oc4c(O)ccc5c4[C@@]31CCN(CC1CC1)C2C5 in GCN5L2 inh = 1%

The list continues:
SMILES | GCN5L2 inh | FEN1 inh | N370S GC
C=CCN1C(=O)c2ccccc2Sc2ccc(C(=O)N3CCC4(CC3)OCCO4)cc21 | -4% | 7% | 1%
Fc1cccc(F)c1CN1CCN(c2ccc(Cl)cc2)CC1 | -19% | -9% | 7%
COc1ccc2nc3oc(C(=O)N4CCC5(CC4)OCCO5)cc3cc2c1 | -1% | -17% | 1%
COP(=O)(OC)c1nc(-c2cccc3ccccc23)oc1N1CCOCC1 | 28µM* | -3% | 13%
CN1C(=O)N(C)C(=O)C2(Cc3ccccc3N3CCCC32)C1=O (configuration not stated) | 0% | 8% | -4%
COc1cc2c(cc1OC)C(C(=O)NC(C)C)C1CCCCN1C2=O (configuration not stated) | -4% | 13% | 7%
CCCCNC(=O)Nc1ccc(C(O)(C(=O)OC)C(F)(F)F)cc1 (configuration not stated) | 0% | -7% | -1%
CN(C(=O)Oc1ccc(F)cc1)c1ccccc1 | -3% | -3% | 3%
C[C@]12CC[C@@H]3c4cc(O)c(O)cc4CC[C@H]3[C@@H]1CC[C@@H]2O | -15% | ? | -9%
CC(c1ccc(F)cc1)n1cc(C(=O)NCc2ccc3c(c2)OCO3)nn1 (configuration not stated) | -2% | 5% | -2%
COc1cc2c(c(OC)c1OC)-c1ccc(OC)c(=O)cc1C(NC(C)=O)CC2 (configuration not stated) | -22%&28% | -5% | -2%&-2%
CC(C)(C#N)O[C@H]1OC(CO)C(O)C(O)C1O (some centres not stated) | -7% | . | 7%
CC(C)C[C@H](NC(=O)[C@H](CC(C)C)NC(=O)[C@H](Cc1ccccc1)NC(=O)[C@@H](N)Cc1ccc(O)cc1)C(=O)N[C@@H](CCCN=C(N)N)C(=O)N[C@@H](CC(N)=O)C(=O)N1CCC[C@H]1C(=O)O | 0% | . | -5%
Clc1c(Cl)c(Cl)c(Cl)c(Cl)c1Cl | -17% | . | 0%
CCCCn1c(NS(=O)(=O)c2ccccc2)c(C(=O)OCC)c2nc3ccccc3nc21 | 25µM* | -6% | 20%
C[C@H](NC(=O)[C@@H](N)Cc1ccc(O)cc1)C(=O)N[C@@H](Cc1ccccc1)C(=O)NCC(=O)N[C@@H](Cc1ccc(O)cc1)C(=O)N1CCC[C@H]1C(=O)N[C@@H](CO)C(N)=O | 7% | . | 3%
CCCC1=C(C(=O)OCC)C2(C(=O)Nc3ccccc32)C(C#N)=C(N)O1 (configuration not stated) | 5% | 4% | ?
O=C(O)c1cccc2nc3ccccc3nc12 | -8% | -10% | -13%
COc1ccc(CCn2c(O)c(C=NCCCO)c(=O)[nH]c2=O)cc1OC | -2% | 6% | 8%
O=C(c1ccco1)c1cn(Cc2ccccc2Cl)c2ccccc12 | -2% | -20% | 20%
CC[N+](CC)(CC)CCCCCCCCCC[N+](CC)(CC)CC | -1% | 3% | -7%
Cc1cccc([C@H](C)c2cnc[nH]2)c1C | -10% | . | -23%
O=c1c2ccccc2nc(CNc2ccccc2)n1-c1ccccc1 | -1% | -6% | -3%
CC1C(=O)OC2C1CC[C@@]1(C)C=CC(=O)[C@@]3(C)O[C@@]213 (some centres not stated) | -5% | . | -3%

Laid out differently: entries from further up
structure	GCN5L2 inh	FEN1 inh	N370S GC
CCOP(=O)(OCC)C(NS(=O)(=O)c1ccccc1)C(Cl)(Cl)Cl (configuration not stated)	-6%	4%	-3%
O=C(c1ccco1)c1cn(Cc2ccccc2Cl)c2ccccc12	-2%	-20%	20%

Other results
SMILES | GCN5L2 inh | FEN1 inh | N370S GC
CNCCc1nc(N)n[nH]1 | -6% | 1% | 5%
CC/C(=N\Nc1ccccc1)c1c(O)[nH]c(=O)[nH]c1=O | -11% | -6% | -1%
Nc1ccc(Sc2ccc(N)cc2)cc1 | . | 0% | -3%
COC(=O)C1=C(c2ccc(C(C)=O)cc2)C[C@@H]2CC[C@H]1N2C(=O)NCCNC(C)=O | 2% | 3% | .
CN(C)C(Cc1ccccc1)C(=O)c1ccc(-c2ccccc2)cc1 (configuration not stated) | 2% | -8% | -29%
CCOC(=O)CSc1ccc(C(=O)N2CCC3(CC2)OCCO3)cc1[N+](=O)[O-] | -9% | -9% | -1%
COc1ccc(-c2nc3ccccc3c(=O)n2-c2nccs2)cc1 | -10% | -16% | 14%
COC(=O)C1=C(c2ccc(F)cc2F)C[C@@H]2CC[C@H]1N2C(=O)NCCO | -5% | 23% | .
O=c1c2ccccc2nc(CSc2ncnc3nc[nH]c23)n1-c1ccc(Cl)c(Cl)c1 | 3% | 5% | 9%
Cc1ccccc1CN1CCN(Cc2ccccc2)CC1 | -13% | 14% | 6%
COc1ccccc1-n1c(O)c(C=Nc2c(C)n(C)n(-c3ccccc3)c2=O)c(=O)[nH]c1=O | -3% | 4% | -1%
O=[N+]([O-])c1cc(O)c(O)c([N+](=O)[O-])c1 | ? | -5% | ?
Oc1ccc2c3c1O[C@H]1c4oc5ccccc5c4C[C@@]4(O)C(C2)N(CC2CC2)CC[C@]314 | 14% | . | -7%
CC(C)CN1CCN(Cc2cccc3c2OCO3)CC1CCO (configuration not stated) | -1% | 2% | 2%
N#C/C(=C\c1ccc(O)cc1)C(=O)O | -19% | -8% | -24%
CC(=O)O[C@H]1C[C@@H](O[C@@H]2[C@H](C)O[C@H](O[C@@H]3[C@H](C)O[C@H](O[C@@H]4CC[C@@]5(C)[C@@H](CC[C@]6(C)[C@]5(C)C[C@H](O)[C@]5(C)[C@@H](C7=CC(=O)OC7)CC[C@@]56O)C4)C[C@@H]3O)C[C@@H]2O)O[C@@H](C)[C@H]1O[C@H]1O[C@@H](CO)[C@@H](O)[C@@H](O)[C@@H]1O | 4%[21.4 µM] | . | -1%[21.6 µM]
C[C@H](NC(=O)CCC(=O)N1C[C@H]2C[C@H](C1)c1cccc(=O)n1C2)c1ccccc1 | 2% | 20% | -2%
CN1CCN(c2cc(N3CCCCCC3)c(F)cc2[N+](=O)[O-])CC1 | 0% | -2% | -17%
O=C1NC(=O)N(c2ccc3c(c2)OCO3)C(=O)/C1=C\c1ccc(-c2ccccc2C(=O)O)o1 | -16% | ? | 4%
CCN(C(=O)COC(=O)Cc1ccccc1)c1c(N)n(Cc2ccccc2)c(=O)[nH]c1=O | -3% | -3% | .
CN1C(=O)C(=Cc2ccccc2OCc2ccc(Cl)cc2)C(=O)N(C)C1=O | -8% | -1% | 4%
Cc1ccc(N2Cc3ccccc3C2=N)cc1[N+](=O)[O-] | -5% | -3% | -11%
CCCc1nc2ccccc2c(=O)n1-c1cccc(OC)c1 | -7% | -2% | -3%
CCOP(=O)(Cc1cc(C(=O)CC)c(C)o1)OCC | -5% | 1% | -9%

The final 2 records of the part before come first, to join the parts.
SMILES | GCN5L2 inh | FEN1 inh | N370S GC
CCCc1nc2ccccc2c(=O)n1-c1cccc(OC)c1 | -7% | -2% | -3%
CCOP(=O)(Cc1cc(C(=O)CC)c(C)o1)OCC | -5% | 1% | -9%
CCC(C(=O)N1CCC2(CC1)OCCO2)c1ccccc1 (configuration not stated) | -7% | 18% | 10%
CC(=O)N1CN2CN(C(C)=O)CC(C(=O)c3ccc(Br)cc3)(C2)C1 | -8% | -9% | 1%
COC(=O)[C@]1(C)CC[C@@]2(C)CC[C@@]3(C)C4=CC=C5C(=CC(=O)C(O)=C5C)[C@@]4(C)CC[C@@]3(C)C2C1 (some centres not stated) | -17% | . | -9%
COC(=O)C1=C(c2cccc(C#N)c2)C[C@@H]2CC[C@H]1N2C(=O)NC1CC1 | -3% | -1% | .
O=C1CN=C(c2ccccc2)c2cc(Br)ccc2N1Cc1cc(=O)n2ccccc2n1 | 2% | -8% | 3%
CN1C(=O)C(=Cc2ccc(Sc3ccccc3)o2)C(=O)N(C)C1=O | -5% | -3% | 8%
CCOC(=O)c1c(NS(=O)(=O)c2ccccc2)n(CCCOC)c2nc3ccccc3nc12 | 22µM* | -6% | ?
CN(C)C(=O)Nc1ccc(-n2nc(C(C)(C)C)oc2=O)c(Cl)c1 | -20% | . | -10%
CC/C=C/CC(=O)N[C@@H](c1ccccc1)[C@@H](O)C(=O)O[C@H]1C[C@@]2(O)[C@@H](OC(=O)c3ccccc3)C3[C@](C)(C(=O)[C@H](OC(C)=O)C(=C1C)C2(C)C)[C@@H](O)C[C@H]1OC[C@@]31OC(C)=O (some centres not stated) | -11% | -17% | -6%
NCC(O)c1ccc(O)cc1 (configuration not stated) | -3%&0%&-1% | 12% | -20%&-3%&-6%&20%&-3%&-2%
CN1CC=C(c2c[nH]c3ccccc23)CC1 | 0% | -9% | -6%
Cc1cc(OCC(=O)N2CCN(CC(=O)N3CCOCC3)CC2)c(C(C)C)cc1Cl | -4% | 2% | .

Compound profiles, as listed above.
Profile of `CN1C(=O)C(=Cc2ccc(Sc3ccccc3)o2)C(=O)N(C)C1=O` : GCN5L2 inh: -5%; FEN1 inh: -3%; N370S GC: 8%
Profile of `COC(=O)[C@]1(C)CC[C@@]2(C)CC[C@@]3(C)C4=CC=C5C(=CC(=O)C(O)=C5C)[C@@]4(C)CC[C@@]3(C)C2C1` (some centres not stated) : GCN5L2 inh: -17%; FEN1 inh: .; N370S GC: -9%

(cont.)
SMILES | GCN5L2 inh | FEN1 inh | N370S GC
CCCCNC(=O)c1c(N)n(Cc2ccc3c(c2)OCO3)c2nc3ccccc3nc12 | -7% | 0% | 21%
CN1CCN(c2oc(-c3ccc(COc4ccccc4)o3)nc2C#N)CC1 | -8% | -18% | .
COc1ccc(S(=O)(=O)NCc2ccc(C(=O)N3CCC4(CC3)OCCO4)cc2)cc1 | 1% | 1% | -13%
Cc1ncc(CNC(=O)N(CCCl)N=O)c(N)n1 | -6%&-7% | 15% | -5%&0%&7%
CC(C)(O)C(Cl)(Cl)Cl | ? | . | -12%&-2%
CCS(=O)(=O)N1CCCC(C(=O)N2CCC3(CC2)OCCO3)C1 (configuration not stated) | -11% | -11% | 15%
COC(=O)C1=C(N)Oc2c(c(=O)oc3ccccc23)[C@]12C(=O)N(C)c1ccccc12 | -14% | 10% | 3%
C=C(C)[C@H]1Cc2c(ccc3c2O[C@@H]2COc4cc(OC)c(OC)cc4[C@@H]2C3=O)O1 | -13% | . | 4%&0%
CSc1ccccc1C(=O)C1CCCN(Cc2cccc(C)n2)C1 (configuration not stated) | 2% | 2% | -7%
O=C(c1cc2c(s1)-c1ccccc1OC2)N1CCC2(CC1)OCCO2 | -25% | -21% | 18%
CCOc1ccc(N=Cc2c(O)n(C(C)(C)C)c(=O)[nH]c2=O)cc1 | -20% | -17% | -1%
O=C(Nc1ccccc1)N1CC[C@@]2(CCCNC2)C1 | -7% | . | 8%
Cn1cc2c([N+](=O)[O-])cc([N+](=O)[O-])cc2n1 | -9% | . | -9%
COC(=O)[C@@H](c1ccccc1)C1CCCCN1 (some centres not stated) | -4% | ? | .
